# Source: PubChem BioAssay
# 14-3-3 PPI – 14-3-3 gamma protein interaction modulation; FP, 14-3-3gamma / TMR-pS259-Raf peptide binding; inhibition, % at 40 µM; 160,000 compounds, 0.19% hits; in the data active means inhibition above about 30%;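 further: 0% = protein plus tracer without compound and 100% = blank with tracer alone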
# Target sequence (P61981 whole entry, looked up): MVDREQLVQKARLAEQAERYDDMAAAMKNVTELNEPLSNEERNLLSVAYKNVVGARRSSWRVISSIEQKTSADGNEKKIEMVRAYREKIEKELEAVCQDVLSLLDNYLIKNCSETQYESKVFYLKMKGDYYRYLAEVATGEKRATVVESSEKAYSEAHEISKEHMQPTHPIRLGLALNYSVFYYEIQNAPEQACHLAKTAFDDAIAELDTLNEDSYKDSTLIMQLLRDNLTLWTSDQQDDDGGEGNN
# * hit, by the source's call; & = joins results of further samples. Some of the compounds tested; the hit share may differ from the screen's.
SMILES,14-3-3 PPI
CCC(C)NC(=O)c1ccc(N2CC3CC(C2)c2cccc(=O)n2C3)c(NC(=O)c2ccc(C(C)(C)C)cc2)c1 (stereo unspecified),-15
O=S(=O)(c1ccc(S(=O)(=O)N(Cc2ccco2)Cc2ccccc2Cl)cc1)N1CCCC1,1
O=C1C=C(NCCc2ccccc2)C2(CCCCC2)O1,7
CN1CCc2nc(NC(=O)c3cccc(S(=O)(=O)N4CCc5ccccc54)c3)sc2C1,-37
Cc1ccc(C2C(=O)N(C3CCCCCC3)CC(=O)N2C2CCCCCCC2)cc1 (stereo unspecified),-10
Cc1cc(=O)[nH]c2c1c(C)nn2C1CCCC1,-7&-7
Cn1cnnc1SCc1ccc(F)c2ccccc12,-2&-5
O=C(CN1C=C(c2ccc3ccccc3n2)C(C[N+](=O)[O-])c2ccccc21)c1ccccc1 (stereo unspecified),-46
CC(=O)NC1C(=O)N=C(SCC(=O)Nc2sc3c(c2C#N)CCCCCC3)NC1=O (stereo unspecified),-10
COc1ccc(/C(O)=C2\C(=O)C(=O)N(CCN3CCOCC3)C2c2ccc(F)cc2)cc1 (stereo unspecified),5
COc1ccc(-n2c(SCC(=O)c3ccc(Cl)cc3)nc3ccsc3c2=O)cc1,-14
CN(Cc1ccccc1)C(=O)C1CCN(S(=O)(=O)c2cccc3nonc23)CC1,-32
O=C(CS(=O)(=O)Cc1ccccc1)Nc1nnc(C2CCCCC2)s1,-5
Fc1ccc(-c2cc(C(F)(F)F)nc(NC3CCCC3)n2)cc1,8
CC(C)CCOP(=O)(c1ccc(N(C)C)cc1)C(O)c1ccccn1 (stereo unspecified),-14
Cc1cc(=O)[nH]c(SCC(=O)Nc2nnc(C)s2)n1,6
C=CCn1c(CCCNC(=O)c2ccccc2)nc2ccccc21,-3
COc1cc(C2NC(=O)N(C)C(C)=C2C(=O)OCc2ccccc2)cc(Cl)c1O (stereo unspecified),2
CCOC(=O)C1CCN(C(=O)c2cc3nc(-c4cccs4)cc(C(F)(F)Cl)n3n2)CC1,-15
COc1ccc(S(=O)(=O)N2CCCN(S(=O)(=O)c3ccc(OC)cc3C)CC2)c(C)c1,-1
O=C(NCCCSC1CCCCC1)c1ccc(N2CCCC2=O)cc1,-6
COc1ccc(CN2C(=O)CC(C(=O)Nc3ccccc3OC)SC2=Nc2ccccc2)cc1 (stereo unspecified),4
NC(=O)Cn1cc(C(=O)C(F)(F)F)c2ccccc21,2
Cc1cc(=O)oc2cc3oc(=O)cc(C)c3cc12,4
CC(C)(C)C(=O)Cn1c2ccccc2n2nc(CCC(=O)O)c(=O)nc12,11
SMILES,14-3-3 PPI
CC1(C)COC(c2ccccc2)=N1,-7
CC(C)C(=O)OCCSc1c(-c2ccccc2)c2cc(Cl)ccc2[nH]c1=O,-11
O=C(Nc1cccnc1)c1ccc(Cl)c(S(=O)(=O)N2CCCCCC2)c1,5
CC1(C)Cc2c(c(N3CCOCC3)nc3snc(N)c23)CO1,-2&4
CC(C)COC(=O)C1C2C=CC3(CN(Cc4ccccc4)C(=O)C13)O2 (stereo unspecified),-1
Cc1c(Cl)cccc1N1C(=O)C(N2C(=O)c3ccc([N+](=O)[O-])cc3C2=O)C1c1cccc(F)c1 (stereo unspecified),5
CCN1CCN(C(=O)c2cc3c(-c4cccc(OC)c4)nn(C)c3s2)CC1,-3
CC(=O)c1c(COC(=O)c2ccncc2)nc2ccccc2[n+]1[O-],-9
Cc1ccc(Nc2cc(N3CCCC(C)C3)c3nonc3c2[N+](=O)[O-])cc1C (stereo unspecified),-6
CCOC(=O)Cc1ccc(N(Cc2ccccc2Cl)S(=O)(=O)c2ccc3c(c2)OCCO3)cc1,-3
CC1=C(C(N)=O)C(c2ccc(F)cc2)NC(=S)N1 (stereo unspecified),-11
Fc1ccc(Cn2cc(C(=S)N3CCOCC3)c3ccccc32)cc1,-9
O=c1[nH]c(NCCCO)nc2c1C1(CCCC1)Cc1ccccc1-2,-15&-2
O=C(C1CCCCC1)N1CCN(S(=O)(=O)c2ccc(Cl)cc2)CC1,-6
CCCCC1CC(=O)CC(C#N)(C#N)C1(C#N)C#N (stereo unspecified),-84
CC(=O)NCCn1c(=S)[nH]c2ccc(N3CCOCC3)cc2c1=O,-1
C=CCn1c(=N)c(C(=O)NCC2CCCO2)cc2c(=O)n3cc(C)ccc3nc21 (stereo unspecified),-9
C=C(C)CSc1nnc2n(-c3ccccc3)c(=O)c3c(C)c(C)sc3n12,0
Oc1ccccc1-c1cc(C(F)(F)F)on1,-1
CCOc1ccc(-n2nc3cc(C)c(NC(=O)c4cc(OC)cc(OC)c4)cc3n2)cc1,2
CC1=C(C(=O)OC(C)C)C(c2cn(-c3ccccc3)nc2-c2ccc(F)cc2)C(C(=O)OC(C)C)=C(C)N1,6
CS(=O)(=O)N1CCN(C(=O)CCC2CCCC2)CC1,-7
Cc1cc2oc(C(=O)NCc3ccc4c(c3)OCO4)c(C)c2cc1C,5
Cc1ccc(Cn2c(N=Cc3ccccc3O)nc3ccccc32)cc1,-1
COc1ccc(C(=O)Nc2nc3ccc(C)cc3s2)cc1,-4
SMILES,14-3-3 PPI
Cn1nc(-c2ccc(N3CCOCC3)c([N+](=O)[O-])c2)c2ccccc2c1=O,-4
CCC(OC(=O)CN1C(=O)c2ccccc2C1=O)C(=O)Nc1sc2c(c1C#N)CCCC2 (stereo unspecified),-12
O=C(CN1C(=O)c2ccccc2C1=O)OCC(=O)N1c2ccccc2Sc2ccccc21,-9
CCOC(=O)c1cc(C)n(CCc2ccccc2)c1C,-3
CCN(CC)c1nc(OC)nc(C(N)=O)n1,-4
O=C(CCS(=O)(=O)c1cccc2nonc12)NCCc1ccc(Cl)cc1,-17
CCOC(=O)C1CCN(C(=O)c2cnn3c(C(F)(F)F)cc(-c4ccco4)nc23)CC1,9
COC(=O)C1=CN(Cc2ccc(Cl)cc2)C=C(C(=O)OC)C1c1ccc(Cl)cc1,-9
Cn1c(=O)c2c(nc(NCCCO)n2Cc2cccc(Br)c2)n(C)c1=O,-3&-5
CC1(C)Cc2c(sc3nc(SCC(=O)O)[nH]c(=O)c23)CO1,3
Cc1nc(N2CCN(c3ccc(F)cc3)CC2)c2cc(C)sc2n1,-3
Cc1ccc(S(=O)(=O)NCc2nc3ccccc3c(=O)n2N)cc1,-4
O=C(O)CCCCCNC(=O)c1ccc(Br)cc1,-13
CNC(=O)c1ccc(NC(=O)Nc2ccccc2)cc1,-1
Nc1nc(SCc2nc3scc(-c4cccs4)c3c(=O)[nH]2)n[nH]1,-5
O=C(Nc1ccccc1)c1c2c(nc3ccccc13)-c1ccccc1CC2,-19
Cc1ccc(CSc2nc(N)c3c4c(sc3n2)CCC4)c(C)c1,-30
CCOc1ncccc1C(=O)OCC(=O)N1CCN(S(=O)(=O)c2ccc(Cl)cc2)CC1,-3
N#Cc1ccc(Oc2ccc(C(=O)OCC(=O)c3ccccc3)cc2)cc1,3
COc1ccc2c(c1)N(C)C(=O)CC(c1ccccc1)=N2,2
Cc1ccc(-n2c(SCC(=O)N3CCc4ccccc43)nc3c([nH]c4ccccc43)c2=O)cc1,-5
Cc1ccc(-n2nc3cc(C)c(NC(=O)c4ccc([N+](=O)[O-])cc4)cc3n2)cc1,1
CC(=O)c1cccc(NC(=O)c2sc3nc(-c4ccccc4)cn3c2C)c1,1
CC12CN3CC(C)(CN(C1)C3c1ccc3c(c1)OCO3)C2=O (stereo unspecified),-13&-1
CC(NC(=O)C1CCN(S(=O)(=O)N2CCCCCC2)CC1)c1ccccc1 (stereo unspecified),8
SMILES,14-3-3 PPI
Cc1ccc(C#N)c(SCC(=O)c2ccc(Br)cc2)n1,7
COc1ccc(C2C(C(=O)NC3CCCCCC3)c3cc(OC)c(OC)cc3C(=O)N2C)cc1 (stereo unspecified),-5
CCOC(=O)C1CCN(c2ccc(C(=O)Nc3ccc(CC)cc3)cc2[N+](=O)[O-])CC1,-5
CC12CC(NC(=O)N1c1ccccc1Cl)c1cc([N+](=O)[O-])ccc1O2 (stereo unspecified),-2
Cc1ccc(NC(=O)C2COc3ccccc3O2)cc1 (stereo unspecified),7
CCn1c(COc2ccccc2C)nnc1SCC(=O)O,-11
CC1=C(C(=O)Nc2ccccc2)C(c2cccc(O)c2)n2ncnc2N1 (stereo unspecified),1
CC(=O)Nc1ccc(OCC(O)CN2CCN(c3cccc(Cl)c3)CC2)cc1 (stereo unspecified),5
c1ccc(Cc2nnc3sc(-c4cccnc4)nn23)cc1,-3
CC1(C)CC(=O)C2=C(C1)N=C1c3ccccc3C(=O)C1C2c1cc(Br)ccc1O (stereo unspecified),-48
CCCCNC(=O)c1cc2c(-c3cccc(OC)c3)nn(C)c2s1,-14
Cn1c(=O)[nH]c(=O)c2c1nc(SCc1ccccc1)n2CC(N)=O,1
O=C1c2ccccc2C(=O)C1(Nc1ccc(-c2ccccc2)cc1)c1ccccc1,4
COc1ccc(C2C=C(c3cccc(NC(C)=O)c3)Nc3ncnn32)c(OC)c1 (stereo unspecified),-4
Cn1c(Cc2ccccc2)nnc1Sc1ccc([N+](=O)[O-])cc1S(=O)(=O)N1CCOCC1,-6
CN(C)C(=O)N1CCCC(C(=O)NC2CCCCC2)C1 (stereo unspecified),-9
O=C(CCC(=O)c1ccc(Cl)cc1)OCC(=O)c1ccc(Cl)cc1,-53
COC(=O)C1=C(N)OC2=C(C(=O)CC(C)(C)C2)C1c1cccnc1 (stereo unspecified),7
CCC(=O)N1CCc2cc(S(=O)(=O)CCC(=O)Nc3ccc(C)cc3Br)ccc21,-11
COc1ccc(-c2nc(CN3CCC(C(=O)N4CCc5ccccc54)CC3)c(C)o2)cc1OC,-8
CN1C(=O)C(O)(CC(=O)c2ccncc2)c2ccccc21 (stereo unspecified),-15
CCc1ccc(NC(=O)Cn2c(=O)n(-c3ccc(F)cc3)c(=O)c3sccc32)cc1,-4
Cc1ccc(NS(=O)(=O)c2cccc(C(=O)n3ncc(C#N)c3N)c2)c(C)c1,0
O=C1NC2NC(=O)N(C3CCCCC3)C2N1 (stereo unspecified),-6
CCn1cc(CNC(=O)c2cc(-c3ccc(C)cc3)nc3ccc(Br)cc23)c(C)n1,-5
SMILES,14-3-3 PPI
O=C(c1ccc([N+](=O)[O-])cc1)N1CCN(C2=NS(=O)(=O)c3ccccc32)CC1,1
Clc1ccc(-n2nnnc2-c2ccccc2)cc1Cl,-3
COc1cccc(CN2C(=O)c3ccccc3C2C(=O)NC2CCCCCCC2)c1 (stereo unspecified),-8
CCCCN(CCCC)C(=N)N=C(N)N,-6
c1coc(CN(Cc2cccs2)Cc2nnnn2C2CCCCC2)c1,-10
O=C(Nc1ccc2oc(-c3ccccc3Cl)nc2c1)c1cccnc1,-12
Cc1ccc(CCNC(=O)C2CCCN(S(=O)(=O)N3CCC(C)CC3)C2)cc1 (stereo unspecified),-1
O=C(Nc1ccc2c(c1)OCO2)c1cccc(Cl)c1,6
O=C(Nc1ccccc1)c1ccn[nH]1,-5
Cc1ccc2sc(=NC(=O)c3ccc(S(=O)(=O)N(C)C)cc3)n(C)c2c1C,-3
O=[N+]([O-])c1ccc(Nc2ccc(Br)cc2)c2nonc12,-90
Cc1[nH]nc(NCCC(=O)O)c1[N+](=O)[O-],-3
Cc1ccc(-c2cc(C(=O)Nc3cccc(F)c3)c3ccccc3n2)cc1C,-43
CSc1sc(C)cc1C1C(C(=O)Nc2ccccc2)=C(C)NC2=C1C(=O)CC(c1ccccc1)C2 (stereo unspecified),-50
CCCN=Cc1sc2ccc(OCC)cc2c1O,-12
COc1ccc(-c2cc(C(F)(F)F)nc(N(C)Cc3ccccc3)n2)cc1OC,-6
O=C(CCn1c(=O)[nH]c2ccsc2c1=O)NCCc1ccc(Cl)cc1,-4
Cc1c(C(=O)OCC2CCCO2)[nH]c2c1C(=O)CC(c1ccco1)C2 (stereo unspecified),-11
CCn1cc(C(=O)O)c(=O)c2cc(F)c(N3CCN(S(=O)(=O)c4ccccc4)CC3)cc21,-8
CCc1ccc(NC(=O)CSc2nc3ccccc3c3nc4ccccc4n23)cc1,-6
CC(C)Cc1ccc(-c2csc(=Nc3ccc(Cl)cc3)n2CCCO)cc1,-5
CCS(=O)CCSc1nc(-c2ccccc2)cc(-c2ccccc2)c1C#N (stereo unspecified),-12
COc1ccc2c(c1)c(C(O)CN1CCC3(CC1)OCCO3)c(C)n2C (stereo unspecified),-7
Cc1ccnc(NC(NC(=O)c2ccco2)(C(F)(F)F)C(F)(F)F)c1,-16
COCCCNC(=O)C1CCCN(S(=O)(=O)N2CC(C)CC(C)C2)C1 (stereo unspecified),0
CCOc1cccc2c1OC(c1ccc(SC)cc1)N1N=C(c3cccs3)CC21 (stereo unspecified),-8
O=C(Nc1ccc2nc(-c3ccco3)c(-c3ccco3)nc2c1)N1CCCCCC1,-43
CCCCCCNS(=O)(=O)c1ccc(Br)s1,-14
Brc1ccccc1-c1nc(-c2ccccn2)no1,-2

# Ordered by count of non-hydrogen atoms (falling): some entries from above.
SMILES,14-3-3 PPI
CSc1sc(C)cc1C1C(C(=O)Nc2ccccc2)=C(C)NC2=C1C(=O)CC(c1ccccc1)C2 (stereo unspecified),-50
CCn1cc(C(=O)O)c(=O)c2cc(F)c(N3CCN(S(=O)(=O)c4ccccc4)CC3)cc21,-8
COc1cccc(CN2C(=O)c3ccccc3C2C(=O)NC2CCCCCCC2)c1 (stereo unspecified),-8
COc1ccc(-c2cc(C(F)(F)F)nc(N(C)Cc3ccccc3)n2)cc1OC,-6
Cc1ccc(CCNC(=O)C2CCCN(S(=O)(=O)N3CCC(C)CC3)C2)cc1 (stereo unspecified),-1
CCS(=O)CCSc1nc(-c2ccccc2)cc(-c2ccccc2)c1C#N (stereo unspecified),-12
COc1ccc2c(c1)c(C(O)CN1CCC3(CC1)OCCO3)c(C)n2C (stereo unspecified),-7
O=C(CCn1c(=O)[nH]c2ccsc2c1=O)NCCc1ccc(Cl)cc1,-4
O=[N+]([O-])c1ccc(Nc2ccc(Br)cc2)c2nonc12,-90
O=C(Nc1ccc2c(c1)OCO2)c1cccc(Cl)c1,6
Brc1ccccc1-c1nc(-c2ccccn2)no1,-2
CCCCCCNS(=O)(=O)c1ccc(Br)s1,-14
Cc1[nH]nc(NCCC(=O)O)c1[N+](=O)[O-],-3
O=C(Nc1ccccc1)c1ccn[nH]1,-5

# Reprinted at random: 3 entries already listed, in no set order.
SMILES,14-3-3 PPI
CCS(=O)CCSc1nc(-c2ccccc2)cc(-c2ccccc2)c1C#N (stereo unspecified),-12
Cc1c(C(=O)OCC2CCCO2)[nH]c2c1C(=O)CC(c1ccco1)C2 (stereo unspecified),-11
Cc1ccnc(NC(NC(=O)c2ccco2)(C(F)(F)F)C(F)(F)F)c1,-16
